# High-throughput results: PubChem BioAssay, The Scripps Research Institute Molecular Screening Center
# GBA activity up: glucocerebrosidase activity enhancement. P04062. L444P Gaucher fibroblasts, 4-MU-glucoside fluorescence, 3 days. activation, % at 10 µM. 30,000 tested, 0.44% active; in the data active means activation above about 65%;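 further: 0% = vehicle wells and 100% = positive control wells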
# Target sequence (P04062 whole entry L483P): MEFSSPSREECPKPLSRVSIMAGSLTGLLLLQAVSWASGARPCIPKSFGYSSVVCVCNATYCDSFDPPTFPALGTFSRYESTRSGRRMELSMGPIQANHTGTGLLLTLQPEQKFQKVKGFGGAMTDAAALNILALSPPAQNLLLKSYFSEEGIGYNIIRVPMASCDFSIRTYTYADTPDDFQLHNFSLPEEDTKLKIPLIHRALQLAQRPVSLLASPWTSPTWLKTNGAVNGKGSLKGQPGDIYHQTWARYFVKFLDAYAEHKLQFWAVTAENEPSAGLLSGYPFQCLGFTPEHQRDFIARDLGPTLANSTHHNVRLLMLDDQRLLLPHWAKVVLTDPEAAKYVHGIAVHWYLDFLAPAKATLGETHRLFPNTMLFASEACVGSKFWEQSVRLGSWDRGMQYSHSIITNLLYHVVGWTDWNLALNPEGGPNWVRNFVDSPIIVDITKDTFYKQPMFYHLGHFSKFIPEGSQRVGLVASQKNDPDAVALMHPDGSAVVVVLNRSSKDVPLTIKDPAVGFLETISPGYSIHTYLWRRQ
# Active calls of the source: *. An excerpt. The share of hits here may be higher or lower than overall.
SMILES,GBA activity up
CC1=C(C)CC(C(=O)Nc2cccc(Cl)c2)C(C(=O)O)C1 (stereo unspecified),2
CC1CN(c2nc3ccccc3nc2C(C#N)C(=O)OC2CCCCC2)CC(C)O1 (stereo unspecified),-14
O=C(NC1CCCCC1)N(CCN1CCCC1)Cc1cc2cc3c(cc2[nH]c1=O)OCCO3,-7
CCOc1ccccc1Oc1coc2cc(OC(=O)c3ccco3)ccc2c1=O,-2
CCCNS(=O)(=O)c1ccc(OCC(=O)Nc2ccccc2F)cc1,-23
COc1ccc(Cl)cc1NC(=O)NC(C)c1ccncc1 (stereo unspecified),-4
COc1ccc(CN2C(=O)[C@@H]3C(c4ccccc4Cl)=NO[C@@H]3C2=O)cc1,-4
Cc1ccc(S(=O)(=O)NCCSc2nnnn2-c2cc(C)ccc2C)cc1,-33
CCOc1ccc(OCC)c(NC(=O)C2CCN(S(=O)(=O)c3cnc[nH]3)CC2)c1,0
CCCCNS(=O)(=O)c1ccc(OC)c2ncccc12,-7
Nn1c(-c2ccccn2)nnc1-c1ccccn1,-4
CCCCSc1nc2c(cc1C#N)CCC2,-15
CCOC(=O)c1cccc(S(=O)(=O)N(CCO)Cc2cc3cc(OC)ccc3[nH]c2=O)c1,-59
Cc1cc(CNC(=O)c2cc(Br)ccc2Cl)nn1C,-20
Cc1nnc(NC2CCCCC2)[nH]c1=O,-13
N#CC1=C(N)Oc2c(oc(CO)cc2=O)C1c1ccsc1 (stereo unspecified),1
CN(C)CCC(=O)c1ccc(Cl)cc1,-19
C=C(C)c1cccc(C(C)(C)NC(=O)N2CCN(c3ncccn3)CC2)c1,1
Cc1nnc(NC(=O)c2ccc(S(=O)(=O)N3CCCCCC3)cc2)o1,-4
Cc1cc(NCCN2CCOCC2)n2nc(C)c(-c3ccc(Cl)cc3)c2n1,19
O=C(c1cn(-c2ccccc2)nc1-c1ccc(Cl)s1)N1CCOCC1,-20
Cc1ccc2c(CSc3nnc(C4CC4)n3N)cc(=O)oc2c1C,-25
COc1cc(-c2nnc(CSc3nnc4nc(C)cc(C)n34)o2)cc(OC)c1OC,-7
COc1ccc(C(=O)N2CCN(c3nnnn3-c3ccccc3)CC2)cc1OC,-61
CC(C)=CC(=O)N1CCCc2ccccc21,-9
COc1ccc(CNC(=O)C(OC(C)=O)c2ccccn2)cc1 (stereo unspecified),6
COc1ccc(-n2nnc3c(=O)n(C/C=C/c4ccccc4)cnc32)cc1,-11
O=C(COc1ccc(S(=O)(=O)N2CCc3ccccc32)cc1Cl)NCc1ccccn1,2
Cc1onc(-c2ccccc2)c1C(N)=O,-2
Cc1ccc(-n2c(C)cc(C(=O)OCC(=O)N(C)C3CCS(=O)(=O)C3)c2C)cc1 (stereo unspecified),10

# A draw from above in order of molecular weight, smallest number first.
SMILES,GBA activity up
Cc1onc(-c2ccccc2)c1C(N)=O,-2
Cc1nnc(NC2CCCCC2)[nH]c1=O,-13
CN(C)CCC(=O)c1ccc(Cl)cc1,-19
CC(C)=CC(=O)N1CCCc2ccccc21,-9
CCCCSc1nc2c(cc1C#N)CCC2,-15
Nn1c(-c2ccccn2)nnc1-c1ccccn1,-4
CCCCNS(=O)(=O)c1ccc(OC)c2ncccc12,-7
COc1ccc(Cl)cc1NC(=O)NC(C)c1ccncc1 (stereo unspecified),-4
CC1=C(C)CC(C(=O)Nc2cccc(Cl)c2)C(C(=O)O)C1 (stereo unspecified),2
COc1ccc(CNC(=O)C(OC(C)=O)c2ccccn2)cc1 (stereo unspecified),6
Cc1ccc2c(CSc3nnc(C4CC4)n3N)cc(=O)oc2c1C,-25
Cc1cc(CNC(=O)c2cc(Br)ccc2Cl)nn1C,-20
C=C(C)c1cccc(C(C)(C)NC(=O)N2CCN(c3ncccn3)CC2)c1,1
CCCNS(=O)(=O)c1ccc(OCC(=O)Nc2ccccc2F)cc1,-23
COc1ccc(CN2C(=O)[C@@H]3C(c4ccccc4Cl)=NO[C@@H]3C2=O)cc1,-4
O=C(c1cn(-c2ccccc2)nc1-c1ccc(Cl)s1)N1CCOCC1,-20
Cc1cc(NCCN2CCOCC2)n2nc(C)c(-c3ccc(Cl)cc3)c2n1,19
CCOc1ccccc1Oc1coc2cc(OC(=O)c3ccco3)ccc2c1=O,-2
COc1ccc(C(=O)N2CCN(c3nnnn3-c3ccccc3)CC2)cc1OC,-61
Cc1ccc(S(=O)(=O)NCCSc2nnnn2-c2cc(C)ccc2C)cc1,-33
CC1CN(c2nc3ccccc3nc2C(C#N)C(=O)OC2CCCCC2)CC(C)O1 (stereo unspecified),-14
COc1cc(-c2nnc(CSc3nnc4nc(C)cc(C)n34)o2)cc(OC)c1OC,-7
O=C(NC1CCCCC1)N(CCN1CCCC1)Cc1cc2cc3c(cc2[nH]c1=O)OCCO3,-7
CCOC(=O)c1cccc(S(=O)(=O)N(CCO)Cc2cc3cc(OC)ccc3[nH]c2=O)c1,-59

# The listing continues.
SMILES,GBA activity up
O=C(Oc1ccc(Cl)c2cccnc12)N1CCCCC1,-8
CC(=O)OC(C(=O)NCS(=O)(=O)c1ccc(C)cc1)c1cccnc1 (stereo unspecified),10
Cc1ccn2cc(CCNC(=O)CC(C)(C)C)nc2c1,5
Cc1ccc2cc(CCNC(=O)c3ccc(Br)o3)c(=O)[nH]c2c1,-43
Cc1noc(C)c1COC(=O)CCCOc1ccc(Cl)cc1Cl,-12
CCOc1ccccc1NC(=O)CSc1ccccc1,-14
CCOc1cc(CN2CCN(C(=O)CC(C)C)CC2)ccc1OC,-18
COc1cccc(C(=O)CSc2nnc(CNS(=O)(=O)c3ccc(C)cc3)n2C)c1,7
Cc1cc(C)n(C(=O)c2ccc(NC(=O)CC(C)C)cc2)n1,-1
Cc1cccn2c(=O)c3cc(C(=O)NCC4CCCO4)c(=N)n(Cc4cccnc4)c3nc12 (stereo unspecified),-21
COc1ccc(N2CCN(C(=O)CCCn3c(=S)[nH]c4cc5c(cc4c3=O)OCO5)CC2)cc1,11
Cc1cc(NC(=O)CSc2ccc3nnc(-c4ccc(Cl)cc4)n3n2)no1,-10
Cc1ccc(S(=O)(=O)NC(=O)c2cc(C)n(CCCN3CCOCC3)c2C)cc1,2
CCOC(=O)CN(C(=O)CSc1nnc(CNc2ccc(F)cc2)o1)c1ccccc1,-32
COCCn1nnnc1C(C(C)C)N1CCOCC1 (stereo unspecified),-26
CCOc1cc(C2C(C#N)=C(N)Oc3n[nH]c(-c4ccccc4)c32)ccc1O (stereo unspecified),-21
O=C(O)Cc1ccc2[nH]c3ccc(CC(=O)O)cc3c2c1,-5
C#CCN(C)Cc1ccccc1,-22
CCOc1ccc(C(C)=O)cc1N1C(=O)C2C3C=CC(C3)C2C1=O (stereo unspecified),-37
CN(c1ccccc1C(=O)N1CCOCC1)S(C)(=O)=O,-26
COc1ccccc1NC(=O)N1CCCC1C(=O)NCc1ccccc1F (stereo unspecified),-16
CCOc1cc(C(=S)N2CCN(C)CC2)ccc1OCC(=O)N1CCOCC1,15
Cc1ccc(C2C(C#N)=C(N)Oc3n[nH]c(C)c32)cc1 (stereo unspecified),-2
Nc1nonc1C(=Nc1ccccc1)NO,-18
COc1ccccc1CNS(=O)(=O)c1ccc2[nH]cc(C(=O)O)c(=O)c2c1,-19
CC1CCCCN1CCNc1nc(=S)[nH]c2ccccc12 (stereo unspecified),-17
CC1CCC(C(=O)NC(C(=O)N2CCC(N3CCCCC3)CC2)C(C)C)CC1 (stereo unspecified),-6
OCc1nn2c(c1Br)NC(c1ccccc1)CC2C(F)(F)F (stereo unspecified),-1
O=C(Cc1cccs1)Nc1nc2c(s1)CCCC2,0
O=[n+]1c2c(n([O-])c3cc(F)c(N4CCCC4)cc31)CCC2,-30
Cc1nnc2n(C3CCCCC3)c(=O)c3c4c(sc3n12)CCC4,-18
CCOC(=O)N1CCN(c2ncnc3c2oc2nc(C)c4c(c23)CC(C)(C)OC4)CC1,-37
CC1(c2ccc(Cl)cc2Cl)OCC(Cn2ccnc2)O1 (stereo unspecified),-4
CCn1c(C(=O)NCCCN2CCc3ccccc3C2)cc2sccc21,-5
O=C(c1cc(-c2ccco2)on1)N1CCN(C(c2ccccc2)c2ccccc2)CC1,-15
CSc1ccccc1NC(=O)c1cc(-c2cccs2)on1,6
COCc1cc(C)c2c(N)c(C#N)sc2n1,-12
O=c1c2cccc3c(N4CCOCC4)ccc(c32)c2nc3ccccc3n12,-4
COc1ccc(C(=O)NC2CCN(C(=O)NC3CCCCC3)CC2)cc1,-16
CCN(CC)C(=O)C(C)N(C#N)c1nc(NC(C)C)nc(NC(C)C)n1 (stereo unspecified),-6
COc1ccc(C(=O)N2CCCCC2)cc1S(=O)(=O)Nc1ccccc1,-8
O=c1c(N2CCOCC2)nsnc1N1CCOCC1,24
O=C(CC(c1ccco1)C1CCCCC1=O)c1ccco1 (stereo unspecified),1
CSc1nc(C)cc(Oc2ccc(=O)n(C)n2)n1,28
CCOC(=O)c1c(C)n(C)c2ccc(OC)c(NS(=O)(=O)c3ccc(Cl)s3)c12,-7
CC(c1ccccc1)N1CC(C(=O)NC2CCCC2)CC1=O (stereo unspecified),-10
CN(C)C(CNC(=O)C1CCCN(C(=O)c2ccc(Cl)cc2)C1)c1ccco1 (stereo unspecified),2
O=c1c2ccccc2sn1-c1cc(S(=O)(=O)N2CCOCC2)ccc1N1CCOCC1,-44
COC(=O)c1c(C)oc2ccc(OC(=O)c3cccs3)cc12,-12
OC(COCc1ccc(Cl)cc1)CN1CCN(CC(O)COCc2ccc(Cl)cc2)CC1 (stereo unspecified),-69
# (list continues)
SMILES,GBA activity up
CCc1ccccc1N(CC(=O)OC)S(C)(=O)=O,-16
COc1cccc(OCc2nc3c4cnn(-c5ccccc5)c4ncn3n2)c1,-10
COc1ccc(OC)c2[nH]c(=O)c(CCNS(=O)(=O)c3ccccc3)cc12,-45
CCn1c(SCC(=O)c2ccc3c(c2)OCCO3)nnc1C(C)C,13
COc1ccc(N2CCN(Cc3nc4c(c(=O)n(C)c(=O)n4C)n3CCc3ccccc3)CC2)cc1,-3
O=C(Nc1sc2c(c1C(=O)NCc1ccco1)CCCC2)c1ccc2c(c1)OCO2,-10
COc1ccc(-n2c(SC)nnc2-c2c[nH]c3ccccc23)cc1,1
CC(C)OC(=O)CSc1nnc(-c2ccc(O)cc2)n1Cc1ccccc1,-17
O=C(Cc1ccc(S(=O)(=O)N2CCOCC2)s1)Nc1ccc2c(c1)CCC2,-16
O=C1CC(c2ccco2)Cc2nc(NCC3CCCO3)ncc21 (stereo unspecified),-7
C=CCOc1ccc(C2N3CC4(C)CN2CC(CCC)(C3)C4=O)cc1 (stereo unspecified),-6
O=C(c1cc2ccccc2o1)n1nnc2ccccc21,-30
Cc1sc2nc(SCc3nnc(-c4cccs4)o3)n(C3CCCC3)c(=O)c2c1C,14
Cc1ccc(SCc2[nH]nc3c2C(c2cccnc2)C(C#N)=C(N)O3)cc1 (stereo unspecified),3
CCOC(=O)COc1ccc2nsnc2c1Cl,6
COC(=O)c1ccccc1NC(=O)CCNC(=O)Cn1cnc2ccccc2c1=O,14
Cc1cc(NC(=O)CSc2nc(-c3ccc(F)cc3)cs2)no1,7
CCOc1ccc(NCC2CCOC(C)(C)C2)cc1 (stereo unspecified),12
CC(C)(C)NC(=O)CSc1nncn1NCc1ccccc1,68*
COc1ccccc1-c1c(C)nn2c(N3CCC4(CC3)OCCO4)cc(C)nc12,-29
Cn1c(C(=O)NCc2cccnc2)cc2sc(Cl)cc21,-17
Cc1cc(=O)oc(C)c1C(=O)NCCCN1CCN(c2ccccc2F)CC1,-3
COc1cc2c(C(=O)N3CCN(Cc4ccc5c(c4)OCO5)CC3)cn(C)c(=O)c2cc1OC,-9
O=C(CCc1n[nH]c(=O)[nH]c1=O)N1CCCCC1,-19
O=C(c1cc(-c2ccccc2)nc2ccccc12)N1CCOCC1,-8
O=C(CCNC(=O)c1ccc(Br)o1)NCc1ccccn1,-14
CSc1oc(-c2ccco2)nc1S(=O)(=O)c1ccccc1,-9
Cc1ccc2nc(SCC(=O)O)nc(C)c2c1,-4
Cc1cccn2c(=O)c3cc(C(=O)N4COCC4(C)C)n(C)c3nc12,-18
NC(=O)c1oc2ccccc2c1NC(=O)CN1CCCCC1,-3
O=C(OCN1C(=O)c2ccccc2C1=O)c1ccco1,-13
COC(=O)CC1SC(=O)NC1=Nc1ccccc1 (stereo unspecified),2
NC(=O)Cn1c(=O)oc2ccccc21,-9
O=C(CCCNS(=O)(=O)c1cccs1)N1CCN(c2cccc(Cl)c2)CC1,4
CCCC(=O)N(c1ccc2oc(=O)sc2c1)S(=O)(=O)c1cccs1,32
c1csc(-c2noc(COc3ccc4c(c3)CCCC4)n2)c1,-13
Cc1cc(C(=O)COC(=O)CCC(=O)c2ccc3c(c2)OCCO3)c(C)n1Cc1ccco1,-7
O=C(CSc1nnc(Cc2cccs2)n1-c1ccccc1)NC1CCCCC1,-24
CCCN1CCN(CCCNC(=O)Cn2nc(-c3ccc(Cl)cc3)ccc2=O)CC1,-39
CN(c1ccc(Cl)cc1)c1cc(=O)n(C)c2ccccc12,-25
O=C(NC(NC1CCS(=O)(=O)C1)C(=O)c1cccs1)c1ccccc1 (stereo unspecified),-31
c1coc(CNc2c3c(nc4ncnn24)CCC3)c1,1
CCOc1ccc(-n2c(=O)cc(N3CCN(c4ccc(F)cc4)CC3)[nH]c2=O)cc1,0
CC(=O)c1cccc(NC(=O)c2cc(-c3ccc(C)cc3)on2)c1,-3
COc1cc2c(cc1OC)C(=NCCC(=O)O)NC(C)(C)C2,-31
Cc1cc(C)c(C#N)c(SCC(O)CS(=O)(=O)Cc2ccccc2)n1 (stereo unspecified),-1
CCc1nc(NCC2CCCO2)c2oc3ccccc3c2n1 (stereo unspecified),-6
CCn1c(=O)cc(OCC(=O)NCc2ccco2)c2ccccc21,-49
COC(=O)c1nc(C(=O)OC)c(C(=O)OC)nc1C(=O)OC,-9
COc1ccc(CCNS(=O)(=O)c2ccc3c(c2)OCCO3)cc1OC,-17

# Structural class, the compounds so far containing a tert-butyl group.
SMILES,GBA activity up
Cc1ccn2cc(CCNC(=O)CC(C)(C)C)nc2c1,5
CC(C)(C)NC(=O)CSc1nncn1NCc1ccccc1,68*

# Continuation.
SMILES,GBA activity up
O=C(OCc1nc2ccccc2s1)c1cccc(S(=O)(=O)N2CCOCC2)c1,-14
CCn1c2c(c3ccc(OC)cc31)CCCC2=O,-3
CCOC(=O)c1sc(NC(=O)c2ccc(S(=O)(=O)N3CCOCC3)cc2)cc1C,3
CCOC(=O)CC12CN3CN(C1)CC(CC(=O)OCC)(C3)C2=O,-14
